RAD54 branch: inhibitors of human RAD54 branch migration, primary screen, biochemical, fluorescence, single point. inhibition, % at 10.4 µM. actives 0.14% (n = 360,000). DNA repair and recombination protein RAD54-like (Homo sapiens), Q92698. RAD54 Holliday junction branch migration, FAM/BHQ fluorescence;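 active = mean normalized replicate activity at least 40 and at least half of replicates scoring 40 or more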;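 note: 0% = median of neutral control wells and 100% = median of positive control wells; inhibitors cause a drop in the FAM fluorescence signal; in these data hits start at about 50%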
Target sequence (Q92698 whole entry, looked up): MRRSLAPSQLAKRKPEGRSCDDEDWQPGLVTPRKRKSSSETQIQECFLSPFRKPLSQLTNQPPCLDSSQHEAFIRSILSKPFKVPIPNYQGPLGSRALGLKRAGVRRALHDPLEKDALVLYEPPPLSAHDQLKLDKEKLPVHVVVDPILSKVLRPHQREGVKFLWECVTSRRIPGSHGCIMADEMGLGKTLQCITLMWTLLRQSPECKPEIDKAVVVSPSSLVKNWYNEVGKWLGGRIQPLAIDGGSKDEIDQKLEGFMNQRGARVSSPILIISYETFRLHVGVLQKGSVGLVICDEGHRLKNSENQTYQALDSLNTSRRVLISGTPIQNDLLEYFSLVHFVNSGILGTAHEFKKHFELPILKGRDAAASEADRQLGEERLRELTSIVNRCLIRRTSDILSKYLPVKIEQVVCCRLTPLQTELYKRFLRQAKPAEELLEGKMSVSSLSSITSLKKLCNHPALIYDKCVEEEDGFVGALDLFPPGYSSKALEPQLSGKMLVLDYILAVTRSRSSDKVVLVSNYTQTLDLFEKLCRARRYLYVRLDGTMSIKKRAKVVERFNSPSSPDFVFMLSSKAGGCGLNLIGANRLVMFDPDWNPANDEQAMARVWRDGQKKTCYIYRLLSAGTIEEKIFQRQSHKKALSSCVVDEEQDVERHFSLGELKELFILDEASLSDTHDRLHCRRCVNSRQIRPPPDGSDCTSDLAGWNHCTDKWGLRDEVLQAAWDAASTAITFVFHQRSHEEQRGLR
esBAF inh: Bmi1 luciferase reporter increase in mESCs, primary screen, esBAF inhibitor project, mouse ES cells, Bmi1 luciferase knock-in, single point; reporter increase, % at 12.5 µM; 24 h; 100% = twice the neutral-well signal; actives 2% (n = 350,000); in the data active = activation above about 40%;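 note: 0% = median of the plate's neutral control wells and 100% = double that signal; a rise in the Bmi1 reporter signal indicates esBAF inhibition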
Active calls of the source: *. This is a subset; count on the stated rates, not on these rows.

Screening O=C1C2C3C=CC(C3)C2C(=O)N1CCC(=O)N1CCc2ccccc21 (centres undefined) returned RAD54 branch 2.6 and esBAF inh 5.2.
CC1CN(C(=O)CN2C(=O)NC3(CCCCCC3)C2=O)CC(C)O1 (centres undefined) was read as RAD54 branch -2.9 and esBAF inh 2.2.
For CC(C)(C)n1nc2c(c1NC(=O)c1ccc(S(=O)(=O)N3CCCCC3)cc1)CS(=O)C2 (centres undefined) the results were RAD54 branch 2.6 and esBAF inh -4.7.
COCCNC(=O)COc1ccc(C)c(C)c1 was read as RAD54 branch -6.7 and esBAF inh -3.8.
CCCSc1nnc2n(N)c(=O)c3ccccc3n12 was read as RAD54 branch -4.3 and esBAF inh 11.7.
For CC(C)(C)C(=O)Nc1nc(-c2ccccc2)ns1 the results were RAD54 branch -24.4 and esBAF inh 48.6*.
`CCOC(=O)c1ccc(NC(=O)N2CCN(S(C)(=O)=O)CC2)cc1` gave RAD54 branch 8.3 and esBAF inh 1.1.
Screening CC(NS(=O)(=O)c1ccc(F)cc1)C(=O)NCc1ccncc1 (centres undefined) returned RAD54 branch 3.4 and esBAF inh -2.5.
Clc1ccc(-c2noc(CCCOc3ccccc3)n2)cc1 was read as RAD54 branch 1.9 and esBAF inh 4.2.
For O=P(O)(O)c1ccccc1OCCOCCOc1ccccc1P(=O)(O)O the results were RAD54 branch 0.6 and esBAF inh -5.2.

Quoted at random: seven entries already listed, in no set order.
For CC(C)(C)n1nc2c(c1NC(=O)c1ccc(S(=O)(=O)N3CCCCC3)cc1)CS(=O)C2 (centres undefined) the results were RAD54 branch 2.6 and esBAF inh -4.7.
Screening CC(NS(=O)(=O)c1ccc(F)cc1)C(=O)NCc1ccncc1 (centres undefined) returned RAD54 branch 3.4 and esBAF inh -2.5.
COCCNC(=O)COc1ccc(C)c(C)c1 was read as RAD54 branch -6.7 and esBAF inh -3.8.
For O=P(O)(O)c1ccccc1OCCOCCOc1ccccc1P(=O)(O)O the results were RAD54 branch 0.6 and esBAF inh -5.2.
`CCOC(=O)c1ccc(NC(=O)N2CCN(S(C)(=O)=O)CC2)cc1` gave RAD54 branch 8.3 and esBAF inh 1.1.
Clc1ccc(-c2noc(CCCOc3ccccc3)n2)cc1 was read as RAD54 branch 1.9 and esBAF inh 4.2.
For CC(C)(C)C(=O)Nc1nc(-c2ccccc2)ns1 the results were RAD54 branch -24.4 and esBAF inh 48.6*.

The results go on.
`Clc1ccc(OCc2nc(-c3ccncc3)no2)c(Cl)c1` gave RAD54 branch -3.6 and esBAF inh 7.4.
For Cc1cccc(N(CC(=O)N/N=C/c2ccc(OCC(=O)NCc3ccco3)cc2)S(C)(=O)=O)c1C the results were RAD54 branch -1.2 and esBAF inh 5.4.
`Cc1cccc(-c2noc(CCC(=O)Nc3ccccc3)n2)c1` gave RAD54 branch -2.6 and esBAF inh 17.0.
`COC(=O)CNC(c1ccccc1Cl)c1cc(Br)ccc1NC(=O)CCN1CCOCC1` (centres undefined) gave RAD54 branch 5.0 and esBAF inh -11.5.
`Cc1ccc(CO/N=C\Cc2snc(Sc3ncc(C(F)(F)F)cc3Cl)c2C#N)cc1` gave RAD54 branch -2.0 and esBAF inh -5.8.
For O=c1[nH]n(-c2cccc3cccnc23)c(=O)c2ccccc12 the results were RAD54 branch -10.4 and esBAF inh -2.3.
COc1ccccc1N(CC(=O)NCc1ccccc1)C(=O)CCC(=O)Nc1ccccn1 was read as RAD54 branch 1.3 and esBAF inh 7.0.
Screening CC1(C)Cc2c(C#N)c(OCC(=O)c3ccccc3)nc(-c3ccoc3)c2CO1 returned RAD54 branch 6.6 and esBAF inh 9.1.
For Cc1cc2oc(=O)cc(CN3CCC(C)CC3)c2c(C)c1Cl the results were RAD54 branch -7.8 and esBAF inh 58.8*.
COc1ccc(N=Cc2sc(O)c3ccccc23)cc1 was read as RAD54 branch -26.6 and esBAF inh 81.9*.
`CN(C)c1ccc(CN2CCCCC2)cc1` gave RAD54 branch 3.8 and esBAF inh 3.0.
Screening COc1ccc(CN2C(=O)C(Cc3ccccc3)Nc3ncnc(N4CCCCC4)c32)cc1 (centres undefined) returned RAD54 branch -14.4 and esBAF inh 7.6.
`Cc1ccc(S(=O)(=O)N2CCC(C(=O)N[C@H](C(=O)NCC3CCCO3)C(C)C)CC2)cc1` (some centres undefined) gave RAD54 branch -1.2 and esBAF inh 9.9.
COc1ccc(NC(=O)Cn2nnc(-c3ccc(CN4CCOCC4)cc3)n2)c(OC)c1 was read as RAD54 branch -5.3 and esBAF inh 9.2.
CCc1n[nH]c(=S)n1/N=C/c1ccc2c(c1)OCO2 was read as RAD54 branch -9.2 and esBAF inh -3.8.
Screening CCc1noc(C)c1C(=O)Nc1nc(-c2ccc(Cl)cc2Cl)c(C)s1 returned RAD54 branch -1.7 and esBAF inh -4.2.
COc1ccc(Cn2nnc(C(=O)Nc3ccc(F)cc3)c2N)cc1 was read as RAD54 branch -0.2 and esBAF inh 9.1.
For CCOc1ccc(NC(=O)NCCN2C(C)CCCC2C)cc1 (centres undefined) the results were RAD54 branch 0.7 and esBAF inh 4.6.
`CCOC(=O)c1ccc(N2C(=O)CC(N3CCC(C(=O)OCC)CC3)C2=O)cc1` (centres undefined) gave RAD54 branch 2.3 and esBAF inh -2.0.
Screening O=C(Nc1nccs1)c1cn(-c2ccccc2)nc1-c1ccccc1 returned RAD54 branch -1.5 and esBAF inh 7.7.
O=C(NC(Nc1ncccn1)C(=O)c1ccccc1)c1ccccc1 (centres undefined) was read as RAD54 branch -0.1 and esBAF inh -9.1.
Cn1c(C(=O)N2CCc3ccccc3C2)cc2oc3ccccc3c21 was read as RAD54 branch -2.2 and esBAF inh 54.8*.
`CCC(=O)Nc1ccc(C(=O)CSc2nnc(-c3cccnc3)o2)cc1` gave RAD54 branch -0.9 and esBAF inh -9.8.
Screening CCN(CC)CCCNc1cc2n(c(=O)n1)CCc1cc(OC)c(OC)cc1-2 returned RAD54 branch -0.4 and esBAF inh -0.2.
Screening CCOC(=O)C1CCN(Cc2cnc(Oc3ccc(Cl)cc3C)s2)CC1 returned RAD54 branch 3.3 and esBAF inh 7.5.
`CCCSc1nc(N)nc(-c2cccs2)c1C#N` gave RAD54 branch -14.8 and esBAF inh 47.7*.
`Cc1ccc2oc(NC(=O)N3CCOCC3)cc(=O)c2c1` gave RAD54 branch -2.2 and esBAF inh 8.5.
`CCOC(=O)c1c(NC(=O)c2ccc(Br)o2)sc2c1CCCC2` gave RAD54 branch -2.9 and esBAF inh -1.6.
For O=C(CN1C(=O)C2CC=CCC2C1=O)Nc1nnc(SCc2ccc(F)cc2)s1 (centres undefined) the results were RAD54 branch 13.8 and esBAF inh -4.2.
COc1cc(-c2nc(-c3cccc(C(F)(F)F)c3)no2)cc(OC)c1OC was read as RAD54 branch -5.3 and esBAF inh 4.1.
`CCNC(=O)c1c(C)nc2ccccn12` gave RAD54 branch -5.1 and esBAF inh -6.0.
CC(=O)Oc1c(S(=O)(=O)c2ccccc2)c(C)nn1C(C)(C)C was read as RAD54 branch 5.5 and esBAF inh -1.3.
COc1cc(S(=O)(=O)NCc2ccc3c(c2)OCO3)ccc1Cl was read as RAD54 branch -2.4 and esBAF inh -5.7.
Screening CC(C)CC(=O)Nc1ccc(C(=O)Cn2nc(C(=O)O)c3ccccc3c2=O)cc1 returned RAD54 branch -8.7 and esBAF inh -2.3.
`Cc1cc(C(=O)N/N=C\c2cc(C(C)(C)C)ccc2O)n[nH]1` gave RAD54 branch -7.0 and esBAF inh -18.6.
Cn1cnnc1SCC(=O)NCCc1ccccc1 was read as RAD54 branch -7.2 and esBAF inh 5.1.
`Cc1cc(-c2ccccc2)nc2cc(C(=O)N(Cc3ccccc3)Cc3ccccc3)nn12` gave RAD54 branch -2.8 and esBAF inh -4.0.
For Nc1nnc(SCC(=O)NCCOc2ccccc2)s1 the results were RAD54 branch 4.5 and esBAF inh -8.5.
Screening CCCNC(=O)Cn1cnc2sc(C(=O)N3CCCC(C(=O)OCC)C3)c(C)c2c1=O (centres undefined) returned RAD54 branch 3.3 and esBAF inh -3.1.
Screening O=C(CC12CC3CC(C1)CC(CC(=O)NC1=NCCS1)(C3)C2)NC1=NCCS1 returned RAD54 branch 7.3 and esBAF inh -4.2.
`Cc1ccc(C2C3CN(C(C)C)CC=C3C(C#N)=C(N)C2(C#N)C#N)cc1` (centres undefined) gave RAD54 branch -34.1 and esBAF inh 0.4.
Cc1ccc(S(=O)(=O)N2CCN(Cc3nc4ccccc4[nH]3)CC2)cc1C was read as RAD54 branch 5.8 and esBAF inh 2.4.
`COCC(C)NC(=O)c1ccc(Cl)c(Cl)c1` (centres undefined) gave RAD54 branch 12.6 and esBAF inh -0.6.
CCCN1C2CCCC1CC(NC(=S)Nc1cc(C)ccc1C)C2 (centres undefined) was read as RAD54 branch -5.8 and esBAF inh 6.2.
For O=S(=O)(NCc1cccnc1)c1ccc(Cl)s1 the results were RAD54 branch -9.1 and esBAF inh -4.6.
`COC(=O)c1onc(-c2c(C)cc(C)cc2C)c1C(=O)OC` gave RAD54 branch 1.4 and esBAF inh -5.7.
`O=C(Nc1ccccc1C(=O)N1CCOCC1)C1CCC(=O)N1C1CCCC1` (centres undefined) gave RAD54 branch -20.8 and esBAF inh -4.7.
O=C(Nc1ccccc1C(F)(F)F)N1CCN(c2ccc3nnc(-c4ccc(F)cc4)n3n2)CC1 was read as RAD54 branch 6.7 and esBAF inh 3.1.
Screening CC(OC(=O)c1ccc2ccccc2n1)C(=O)Nc1ccc(N2CCOCC2)cc1 (centres undefined) returned RAD54 branch 6.1 and esBAF inh 2.5.
`COc1cccc(-n2c(C)n[nH]c2=O)c1` gave RAD54 branch -16.4 and esBAF inh 3.4.
For O=C(NCCc1ccc(Cl)cc1)C1CCN(S(=O)(=O)N2CCCC2)CC1 the results were RAD54 branch -3.4 and esBAF inh 0.9.
Screening CCOC(=O)C1=C(N)n2c(s/c(=C\c3cccnc3)c2=O)=C(C(=O)OC)C1c1cccnc1 (centres undefined) returned RAD54 branch -3.0 and esBAF inh -0.7.
Cc1nn(Cc2c(Cl)cccc2Cl)c(C)c1NC(=O)/C=C/c1cnn(C)c1C was read as RAD54 branch 8.9 and esBAF inh 5.3.
`CC(C)CCn1c(Cl)nc2c1c(=O)n(C)c(=O)n2C` gave RAD54 branch 1.5 and esBAF inh -3.5.
Screening CN(C)c1ccc(CN(C(=O)COc2ccccc2)C2CCS(=O)(=O)C2)cc1 (centres undefined) returned RAD54 branch 2.8 and esBAF inh -8.8.
Screening CCOC(=O)c1c(NC(=O)c2cccs2)sc2c1CCCC2 returned RAD54 branch -5.1 and esBAF inh -14.4.
For CC(=O)CSc1nnc(-c2ccc3c(c2)OCO3)o1 the results were RAD54 branch -2.6 and esBAF inh -6.8.
Screening CN(C)c1ccnc(-n2cccc2/C=N/OCc2ccccc2)c1C#N returned RAD54 branch 7.3 and esBAF inh 6.0.
O=C(Nc1ccc2nc(-c3ccccc3)[nH]c2c1)c1ccco1 was read as RAD54 branch -4.4 and esBAF inh 54.4*.
Screening O=C(NNc1nc2ccccc2nc1C(F)(F)F)c1ccccc1 returned RAD54 branch 5.6 and esBAF inh -3.2.
CCOc1oc(-c2ccc(OC)cc2)nc1C(F)(F)F was read as RAD54 branch 0.2 and esBAF inh 3.5.
For Cc1ccc(C(=O)OC2CCOC2=O)cc1NC(=O)c1ccco1 (centres undefined) the results were RAD54 branch -0.5 and esBAF inh 8.7.
For COc1ccc(CNc2nc3ccccc3n2Cc2ccccc2)cc1OC the results were RAD54 branch -2.0 and esBAF inh 0.3.
For Cc1cc(Nc2ccccc2)n(-c2nc3ccccc3[nH]2)n1 the results were RAD54 branch -5.5 and esBAF inh -0.8.
CCOC(=O)/C=C1\SCC(=O)N1CC(=O)Nc1ccc2c(c1)CCC2 was read as RAD54 branch -0.6 and esBAF inh 0.9.
For CCN(CC)CCNC(=O)C1CCC(=O)N1CCc1ccccc1 (centres undefined) the results were RAD54 branch -1.3 and esBAF inh 0.2.
`CC1CCN(C(=O)c2ccccc2NC(=O)c2cccc(S(=O)(=O)N3CCOCC3)c2)CC1` gave RAD54 branch -1.8 and esBAF inh 4.4.
CCn1ccc(C(=O)NC2C(=O)N3C(C(=O)O)=C(C)CSC23)n1 (centres undefined) was read as RAD54 branch 4.4 and esBAF inh -2.6.
CSc1nc2c(c(=O)[nH]1)CCCC2 was read as RAD54 branch 0.5 and esBAF inh -2.8.
Screening COC(=O)C(NC(C)=O)(Nc1nc(C)cs1)C(F)(F)F (centres undefined) returned RAD54 branch 3.2 and esBAF inh -0.2.
For CCOc1cc(C(C#N)N2CCCCC2)ccc1OC (centres undefined) the results were RAD54 branch -5.9 and esBAF inh -6.6.
`N#Cc1ccc(Cn2c(=O)c(C#N)c3n(c2=O)CCC3)cc1` gave RAD54 branch -4.0 and esBAF inh -4.4.
For CCOC(=O)N1CCN(c2nc(SC)nc3sc4c(c23)CC(C)(C)OC4)CC1 the results were RAD54 branch -1.0 and esBAF inh -3.5.
Screening O=C(NNC(=O)c1cnccn1)c1cccc([N+](=O)[O-])c1 returned RAD54 branch -12.5 and esBAF inh 38.5.
Screening O=C(CSc1nnnn1-c1cccnc1)Nc1ccc(OCc2ccccc2)cc1 returned RAD54 branch -4.5 and esBAF inh -2.5.
For CCc1ccc(NC(=O)CS(=O)CC(=O)Nc2ccc(F)cc2F)cc1 (centres undefined) the results were RAD54 branch 26.1 and esBAF inh 1.2.
`O=C(c1cc(-c2ccc(Cl)cc2)n(-c2ccc(Cl)cc2)n1)N1CCOCC1` gave RAD54 branch 1.0 and esBAF inh -6.3.
For COc1ccc(N(C)S(=O)(=O)c2c(C)[nH]c(=O)[nH]c2=O)c(OC)c1 the results were RAD54 branch -0.3 and esBAF inh -5.6.
`COc1ccc(CCNC(=O)CN(C2CCCCC2)S(C)(=O)=O)cc1` gave RAD54 branch -5.9 and esBAF inh 1.9.
For O=C(Cn1nnc(-c2ccc(CN3CCOCC3)cc2)n1)NC1CCCCC1 the results were RAD54 branch -2.8 and esBAF inh 9.2.
